High-throughput results deposited in PubChem by several laboratories.
TRPC4 potent: positive allosteric modulators of TRPC4, primary screen, cell-based, mouse TRPC4beta, HEK293 mu-opioid, Fluo-4 calcium; Short transient receptor potential channel 4 (Mus musculus), Q9QUQ5; DAMGO EC20, Fluo-4 Ca2+ flux; active compounds read high; B-score at 10 µM; actives 0.42% (n = 310,000); AID 2227, 2009;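 active = B-score of calcium response area above 5 SD of library B-scores, with initial fluorescence ratio within 5 SD of library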;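 also: B-score of integrated fluorescence ratio over time as area under calcium response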
TRPC4 block: inhibitors of mouse TRPC4 channel, primary screen, Fluo4 calcium, HEK293 TRPC4beta/mu-opioid cells; Short transient receptor potential channel 4 (Mus musculus), Q9QUQ5; DAMGO-evoked Fluo4 calcium flux; active compounds read low; B-score at 10 µM; actives 0.39% (n = 300,000); AID 2247, 2010;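 active = B-score over 3 SD under the library average, no early fluorescence shift, positive overall ratio signal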
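material = TRPC4beta/mu-opioid receptor HEK293 cell line | probe or stimulus = sequential submaximal and maximal DAMGO stimulation | compound dosing = one concentration per compound | measured by = Fluo4 Ca2+ flux fluorescence | evaluation = integrated fluorescence ratio relative to baseline, converted to per-well B score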
PolyA inh: polyadenylation inhibitors in yeast reporter cells, primary screen, luminescence, S. cerevisiae; S. cerevisiae SKY197-pL101 polyadenylation reporter, beta-gal luminescence; efflux-impaired pdr1/pdr3 knockout yeast; score 100 = 6 SD above DMSO; calls only at 12 µM; actives 0.02% (n = 300,000); AID 1875, 2009;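 active = lowest replicate activity score at least 50, where 100 means six control SD above control mean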;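 also: yeast exposed to compound for 9 h at 30 °C; higher score means more reporter readthrough which indicates perturbed polyadenylation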
MrgX1 ag: agonists of human MrgX1 receptor, primary screen, HEK293 cells, Fluo-4 calcium flux | Mas-related G-protein coupled receptor member X1 (Homo sapiens), Q96LB2 | Fluo-4 calcium fluorescence, agonist mode; active compounds read high | B-score at 10 µM | actives 0.44% (n = 310,000) | AID 588627, 2011;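 active = calcium response B-score plate-corrected fluorescence ratio at least 3 library SD, with starting fluorescence B-score inside 5 SD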
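System – MrgX1-expressing HEK293 cells · Incubation – cells plated overnight, dye loaded 0.5 h 37 °C, 0.5 h room temperature · Technique – kinetic Fluo-4 NW fluorescence of intracellular calcium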
TRPC4 act: activators of mouse TRPC4 channel, primary screen, Fluo4 calcium, HEK293 TRPC4beta/mu-opioid cells. actives 0.49% (n = 310,000). B-score at 10 µM. Fluo4 calcium fluorescence; active compounds read high. Short transient receptor potential channel 4 (Mus musculus), Q9QUQ5;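 active = B-score above 5 SD of library B-scores, and initial fluorescence ratio not above library mean plus 5 SD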;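 also: positive B-score marks a calcium rise read as TRPC4 activation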
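Assay system – TRPC4beta and mu-opioid receptor HEK293 stable cells · Measured by – Fluo4 fluorescence, kinetic · Schedule – dye loading 45 min room temperature, 110 s kinetic read · Read-out – B-scored integrated calcium fluorescence ratio · Controls – buffer and maximal DAMGO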
AI-2 QS modul: Vibrio harveyi AI-2 quorum sensing modulators, primary screen, JMH597 strain, luminescence/OD600 ratio; Vibrio harveyi JMH597 AI-2 luminescence/OD600 ratio, 9 h; active compounds read low; strain lacks LuxN and CqsS sensors; 0 = neutral-control median; AID 2094, 2009; actives 0.4% (n = 300,000); activity change, % at 7.5 µM; in the data active = activity change below about -75%, passing the limit was not always enough;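 also: luminescence divided by OD600 gain over 9 h not by final OD600 alone; inactives centre near 13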
TRPC6 activator: mouse TRPC6 channel activators, primary screen, cell-based, HEK293, membrane potential dye; HEK293-TRPC6 membrane potential dye fluorescence; active compounds read high; B-score at 10 µM; actives 0.13% (n = 310,000); AID 2550, 2010;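 active = B-score of the integrated fluorescence ratio above library mean plus 3 SD, and starting fluorescence ratio within library mean plus 5 SD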;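 also: higher score means more depolarization so channel activation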
Target sequence (Q61143 whole entry, looked up): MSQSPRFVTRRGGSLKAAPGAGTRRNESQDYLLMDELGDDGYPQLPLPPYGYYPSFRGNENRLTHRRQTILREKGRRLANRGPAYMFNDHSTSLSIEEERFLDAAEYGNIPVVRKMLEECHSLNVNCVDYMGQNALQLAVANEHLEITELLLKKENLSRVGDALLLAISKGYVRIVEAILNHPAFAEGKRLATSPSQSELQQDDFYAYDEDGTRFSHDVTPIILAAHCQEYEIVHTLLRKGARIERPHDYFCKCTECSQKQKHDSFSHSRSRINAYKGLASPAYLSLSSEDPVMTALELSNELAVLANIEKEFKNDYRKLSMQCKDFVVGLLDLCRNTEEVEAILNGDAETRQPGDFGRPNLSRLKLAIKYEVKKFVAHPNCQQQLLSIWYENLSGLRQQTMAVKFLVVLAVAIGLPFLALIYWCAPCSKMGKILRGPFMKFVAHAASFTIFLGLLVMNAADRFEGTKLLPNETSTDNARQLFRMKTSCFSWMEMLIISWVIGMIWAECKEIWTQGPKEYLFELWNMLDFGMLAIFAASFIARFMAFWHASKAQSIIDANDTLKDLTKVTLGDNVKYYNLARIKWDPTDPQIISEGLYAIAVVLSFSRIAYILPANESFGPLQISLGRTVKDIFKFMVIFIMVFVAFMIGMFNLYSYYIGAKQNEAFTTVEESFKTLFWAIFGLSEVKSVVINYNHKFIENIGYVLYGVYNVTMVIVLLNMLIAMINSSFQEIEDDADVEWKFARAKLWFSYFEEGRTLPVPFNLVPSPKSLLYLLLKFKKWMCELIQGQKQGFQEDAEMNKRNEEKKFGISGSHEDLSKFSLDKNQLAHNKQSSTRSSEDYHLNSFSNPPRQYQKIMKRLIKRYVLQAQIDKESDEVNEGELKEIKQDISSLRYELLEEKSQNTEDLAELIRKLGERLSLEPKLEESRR
MrgX1 PAM: positive allosteric modulators of MrgX1, primary screen, HEK293 cells, Fluo-4 calcium flux | Mas-related G-protein coupled receptor member X1 (Homo sapiens), Q96LB2 | FDSS; active compounds read high | B-score at 10 µM | actives 0.63% (n = 310,000) | AID 588675, 2011;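 active = plate-corrected calcium response at least 3 library SD above typical, normal starting fluorescence, not activating the receptor alone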;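 also: compound read alongside a low EC10 to EC30 dose of BAM8-22 agonist; peak minus trough fluorescence over baseline measured at the second addition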
MrgX1 antagonist: antagonists of human MrgX1 receptor, primary screen, HEK293 cells, Fluo-4 calcium flux; Mas-related G-protein coupled receptor member X1 (Homo sapiens), Q96LB2; BAM8-22 antagonism; active compounds read low; B-score at 10 µM; actives 1.3% (n = 310,000);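 active = calcium-response B-score plate-corrected more than 3 library SD below zero, starting fluorescence within 5 deviations, no agonist response on first addition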;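 also: peak minus trough fluorescence over baseline after final BAM8-22 challenge near maximal dose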
HIF act: HIF pathway transcriptional activators, primary screen, cell-based, U2OS HRE-luciferase, luminescence | AID 1910, 2009 | actives 0.32% (n = 300,000) | activation, % at 7.5 µM (by protocol) | U2OS HRE-luciferase reporter; normalized: DMSO 0%, desferrioxamine 100%;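 active = mean activation of at least 10% of the iron chelator positive control signal, with at least half of replicates also reaching 10%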
TRPC6 inhibitor: mouse TRPC6 channel inhibitors, primary screen, cell-based, HEK293, membrane potential dye; actives 1.1% (n = 310,000); Short transient receptor potential channel 6 (Mus musculus), Q61143; AID 2553, 2010; B-score at 10 µM; ACh-evoked depolarization; active compounds read low;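 active = B-score under library mean minus 3 SD, initial fluorescence not abnormally high, positive integrated signal ratio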;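 also: B-score derived from integrated fluorescence ratio over the kinetic read; more negative B-score means stronger inhibition of depolarization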
Numbers without * were called inactive; i = inactive; x = not tested or not shown. Only part of the results is shown; rates above refer to the full screens.

SMILES	TRPC4 potent	TRPC4 block	PolyA inh	MrgX1 ag	TRPC4 act	AI-2 QS modul	TRPC6 activator	MrgX1 PAM	MrgX1 antagonist	HIF act	TRPC6 inhibitor
COc1ccc(NC(=O)CSc2nnnn2Cc2ccccc2)cc1	i	i	i	i	i	14	i	i	i	-0.9	i
CCc1ccc(N2CC(C(=O)NCc3ccco3)CC2=O)cc1 (configuration not stated)	i	i	i	i	i	20	i	i	i	0.3	i
O=C(COc1nsnc1N1CCOCC1)Nc1ccc([N+](=O)[O-])cc1	i	i	i	i	i	2	i	i	i	-0.5	i
CNc1cc(CSc2ccc(Cl)cc2)nc(C)n1	i	i	i	i	i	14	i	i	i	3.3	i
Cc1ccc(S(=O)(=O)N2CCN(C(=O)COC(=O)c3oc4ccccc4c3C)CC2)cc1	i	i	i	i	i	19	i	i	i	0.0	i
CCC(C)[C@H](NC(=O)N1CC(=O)Nc2ccccc21)C(=O)N1CCC[C@H]1C(=O)O (some centres not stated)	i	i	i	i	i	25	i	i	i	-0.3	i
COc1ccccc1C(=O)N1c2ccccc2Sc2ccccc21	i	i	i	i	i	-2	i	i	i	0.3	i
CC(C)C(=O)OCc1cn(-c2ccc(Cl)c(Cl)c2)nn1	i	i	i	i	i	-82*	i	i	i	0.4	i
Cc1onc(-c2c(Cl)cccc2Cl)c1C(=O)N1CCN(Cc2ccccc2)CC1	i	i	i	i	i	x	i	i	i	0.5	i
Nc1cc(Cl)ccc1N1CCCCC1	i	i	i	i	i	18	i	i	i	-0.2	i
O=C(CC(NC(=O)c1ccccc1)c1ccccc1)Nc1cccc2ccccc12 (configuration not stated)	i	i	i	i	i	15	i	i	i	0.0	i
O=C(Cn1[nH]c(=O)c2ccccc2c1=O)OCC(=O)c1ccc(F)cc1	i	i	i	i	i	x	i	i	i	-0.4	i
COc1ccc(OC)c2c1cc(C(=O)N[C@H](C(=O)N1CCC(C(=O)O)CC1)C(C)C)n2C	i	i	i	i	i	9	i	i	i	0.8	i
CN1C(c2ccc(F)cc2)=CS/C1=C(\C#N)c1nnc2n1-c1ccccc1SC2	i	i	i	i	i	27	i	i	i	0.0	i
COc1ccc(NC(=O)CNc2cc(S(=O)(=O)N3CCOCC3)ccc2NCC2CCCO2)cc1 (configuration not stated)	i	i	i	i	i	25	i	i	i	0.3	i
Cc1nnsc1C(=O)N/N=C/c1ccccc1	i	i	i	i	i	17	i	i	i	0.0	i
CCOC(=O)CSc1nc2c(sc3ccc([N+](=O)[O-])cc32)c(=O)n1Cc1ccco1	i	i	i	i	i	-1	i	i	i	1.3	i
CCOc1ccc2nc(N/C(N)=N/C(=S)Nc3cccc(C)c3)nc(C)c2c1	i	i	i	i	i	22	i	i	i	-0.4	i
Brc1ccc(CNCC2CCCO2)cc1 (configuration not stated)	i	i	i	i	i	11	i	i	i	-1.8	i
COC(=O)c1ccc(C2c3c(oc4ccc(Cl)cc4c3=O)C(=O)N2CCN2CCOCC2)cc1 (configuration not stated)	i	i	i	i	i	-5	i	i	i	3.2	i
O=C(Nc1cccc(Cl)c1)c1cnn2cccnc12	34*	x	i	i	i	16	i	i	i	2.4	i
COc1ccccc1N1CCN(C(=O)C2c3ccccc3Oc3ccccc32)CC1	x	x	i	i	x	17	x	i	i	0.2	x
COc1cc(C(=O)OCCCN(C)C)cc(OC)c1OC	i	i	i	i	i	15	i	i	i	-0.1	i
FC(F)Oc1ccc(/C=N/NC(=S)Nc2cc(C(F)(F)F)ccc2Cl)cc1	i	i	i	i	i	2	i	i	i	-0.1	i
Cc1cc(C)cc(-n2c(=O)c3sccc3n(CC(=O)NCc3ccco3)c2=O)c1	i	i	i	i	i	30	i	i	i	-0.5	i

Whole records, quoted from the list:
`COc1cc(C(=O)OCCCN(C)C)cc(OC)c1OC` is listed with TRPC4 potent: i; TRPC4 block: i; PolyA inh: i; MrgX1 ag: i; TRPC4 act: i; AI-2 QS modul: 15; TRPC6 activator: i; MrgX1 PAM: i; MrgX1 antagonist: i; HIF act: -0.1; TRPC6 inhibitor: i
`CC(C)C(=O)OCc1cn(-c2ccc(Cl)c(Cl)c2)nn1` is listed with TRPC4 potent: i; TRPC4 block: i; PolyA inh: i; MrgX1 ag: i; TRPC4 act: i; AI-2 QS modul: -82*; TRPC6 activator: i; MrgX1 PAM: i; MrgX1 antagonist: i; HIF act: 0.4; TRPC6 inhibitor: i

Continued.
SMILES	TRPC4 potent	TRPC4 block	PolyA inh	MrgX1 ag	TRPC4 act	AI-2 QS modul	TRPC6 activator	MrgX1 PAM	MrgX1 antagonist	HIF act	TRPC6 inhibitor
Cc1cccc(NC(=S)NCCc2ccccn2)c1	i	i	i	i	i	15	i	i	i	0.0	i
Cc1cc(C)cc(NC(=O)CC2Oc3ccc(C)cc3NC2=O)c1 (configuration not stated)	i	i	i	i	i	22	i	i	i	-0.8	i
CC(=O)Nc1ccc(NC(=O)C(C)OC(=O)C2CCCC2)cc1 (configuration not stated)	i	i	i	i	i	6	i	i	i	-0.3	i
COc1ccccc1NC(=O)N1CCC(NC(=O)C2CCCCC2)CC1	i	i	i	i	i	8	i	i	-8.2*	-0.3	i
CCCCNS(=O)(=O)c1ccc(NC(=O)C2c3ccccc3Oc3ccccc32)cc1	i	i	i	i	i	31	i	i	i	-0.1	i
O=[N+]([O-])c1ccccc1CNC(Cc1ccccc1)c1ccccc1 (configuration not stated)	i	i	i	i	i	12	i	i	i	x	i
COc1cc(NC(=O)c2ccccc2[N+](=O)[O-])ccc1NC(=O)c1cc2ccccc2o1	i	i	i	i	i	-1	i	i	i	-1.0	i
Cc1cc(C)n2cnnc2n1	i	i	i	i	i	22	i	i	i	0.0	i
CC1Cc2ccccc2N1S(=O)(=O)c1cccc(C(=O)NCCCn2ccnc2)c1 (configuration not stated)	i	i	i	i	i	18	i	i	i	-4.3	i
Cc1ccc(N(C(=O)c2csnn2)C(C(=O)NC2CCCCC2)c2cccnc2)c(C)c1 (configuration not stated)	i	i	i	i	i	20	i	i	i	0.1	i
COc1cc(NC(=O)C(=O)NNC(=O)C2CCCCC2)c(OC)cc1Cl	i	i	i	i	i	19	i	i	i	0.2	i
Cc1ccoc1C(=O)NCCNC(=O)c1occc1C	i	i	i	i	i	33	i	i	i	0.3	i
COC(=O)CCCC1=CC2=CC(=O)C(C)(OC(=O)C3CCCC3)C(=O)C2=CO1 (configuration not stated)	i	i	i	i	i	-6	i	i	i	-0.3	i
Cc1ccc(-n2ncc3c(=O)n(-c4ccc(C)c(C)c4)c(-c4ccco4)nc32)cc1	i	i	i	i	i	22	i	i	i	-1.0	i
Cc1cc(C)c(NC(=O)C2CCCN2C)c(C)c1 (configuration not stated)	i	i	i	i	i	-8	i	i	i	0.0	i
CC1CCCCN1C(=O)COc1ccc2ccc(=O)oc2c1 (configuration not stated)	i	i	i	i	i	28	i	i	i	-0.6	i
O=C(Nc1ccc2c(c1)C(=O)N(c1ccccc1)C2=O)C1CCCO1 (configuration not stated)	i	i	i	i	i	26	i	i	i	-0.1	i
CCN(C(=O)CSc1ccc2ccccc2c1)C1CCS(=O)(=O)C1 (configuration not stated)	i	i	i	i	i	16	i	i	-4.6*	0.5	i
CC(=O)NC(CC(=O)NCC(c1ccco1)N(C)C)c1ccccc1 (configuration not stated)	i	i	i	i	92*	23	i	i	i	0.6	i
Cc1ccc(C(=O)NC(=S)NCC(=O)c2ccccc2)cc1	i	i	i	i	i	10	i	i	i	-6.2	i
CCOc1ccc(S(=O)(=O)NC(Cc2cnc[nH]2)C(=O)O)cc1 (configuration not stated)	i	i	i	i	i	11	i	i	-4.9*	0.5	i
CC12CCC(C(=O)N3CCCCCC3)(OC1=O)C2(C)C (configuration not stated)	i	i	i	i	i	13	i	i	i	0.1	i
CCn1nc(C)cc1C(=O)N1CCCC(N(C)CCc2ccc(OC)c(OC)c2)C1 (configuration not stated)	i	i	i	i	i	18	i	i	i	-0.2	i
COc1ccc(C(C(=O)NCC2CCCO2)N(C(=O)c2snc(C(N)=O)c2N)c2ccc(C)cc2)cc1OC (configuration not stated)	i	i	i	x	i	11	i	x	x	-12	i
Cc1ccc(C(=O)C2=C(O)C(=O)N(c3ncccn3)C2c2ccccc2F)o1 (configuration not stated)	i	i	i	i	i	10	i	i	i	-0.4	i
Additional records:
SMILES	TRPC4 potent	TRPC4 block	PolyA inh	MrgX1 ag	TRPC4 act	AI-2 QS modul	TRPC6 activator	MrgX1 PAM	MrgX1 antagonist	HIF act	TRPC6 inhibitor
CC1CN(C(=O)N2CCCCC2)CCN1C(=O)N1CCCCC1 (configuration not stated)	i	i	i	i	i	4	i	i	i	-0.2	i
CN(CC(=O)Nc1ccccc1Br)c1ncnc2sccc12	i	i	i	i	i	29	i	i	i	0.1	i
Cc1n[nH]c(C)c1S(=O)(=O)N1CCCC(C(=O)Nc2ccc3c(c2)OCCO3)C1 (configuration not stated)	i	i	i	i	i	27	i	i	i	1.7	i
CCOC(=O)CSc1nncc2ccc(OC)c(OC)c12	i	i	i	i	i	14	i	i	i	-0.1	i
O=C(Nc1cc(F)cc(F)c1)c1ccc(NCCc2ccccc2)c([N+](=O)[O-])c1	i	i	i	i	i	22	i	i	i	-20	i
COc1ccc(CCNC(=O)c2cc3c(=O)n4ccccc4nc3n(CCCN3CCOCC3)c2=N)cc1OC	i	i	i	i	i	31	i	i	i	0.3	i
N#CCn1c2ccccc2c2nc3ccccc3nc21	i	i	i	i	i	5	i	i	i	1.1	i
Cc1onc(-c2ccccc2Cl)c1C(=O)N1CCN(C)CC1	i	i	i	i	i	22	i	i	i	-0.3	i
